# Bioassay records as filed in PubChem.
# PTHR1 ag = qHTS for PTHR1 Agonists: Primary Screen; Parathyroid hormone/parathyroid hormone-related peptide receptor (Homo sapiens), Q03431; HEK293 GP2 PTHR1 cells, GloSensor cAMP luminescence, 1 h; Potency, µM (top dose mostly 115 µM), without a hit: at the top dose activation, actives largely listed as activators; 0.075% of 410,000 active; also: potency is read from the fitted curve at half-maximal effect; nearly all actives have a fitted effect of over 55% in size; some results filed as inactive show a strong effect at the top dose; inactives centre near -15; many of its hits are not listed in these tables
#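 HEK-293-derived GP2 cells expressing PTHR1 and a GloSensor cAMP reporter, 3,000/well, plated overnight, given luciferin plus IBMX (each 0.5 mM as added) for 1 h at 37 °C, then compound for 1 h at 37 °C. Luminescence was read after 15 min at room temperature.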
# Abeta yeast res = qHTS for compounds that reverse cellular toxicity of Amyloid beta (A-beta) peptide in yeast: Primary Screen | yeast expressing A-beta42, growth rescue, OD600, 48 h; response scale: 0% DMSO, 100% iron-clioquinol control | Potency, µM (series often up to 46.1 µM), inactives show at the top dose growth rescue, usual class: activators | AID 1347071, 2019 | 0.063% of 410,000 active; also: potency is read from the fitted curve at half-maximal effect; nearly all actives have a fitted effect of over 55% in size
#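 Yeast growth medium received pinned compounds, then yeast cells expressing toxic A-beta were added; plates incubated at 30 C for 48 hr. Growth read as absorbance at 600 nm, normalized to DMSO and equimolar FeCl3 plus clioquinol controls.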
# GLP-1R inv ag = qHTS of GLP-1 Receptor Inverse Agonists (Inhibition Mode). Potency, µM (highest dose often 38.3 µM), for inactives: top-dose activity change, negative = inhibition, hits mostly inhibitors. 1.6% of 410,000 active. HEK293 GLP-1R CRE-luciferase, luminescence, 24 h; GLP-1R form is constitutively active. Glucagon-like peptide 1 receptor (Homo sapiens), P43220; also: potency is read from the fitted curve at half-maximal effect; % is scaled to controls: 0 for no effect and ±100 for the full control effect; nearly all actives have a fitted effect of over 55% in size
# Target sequence (P43220 whole entry, looked up): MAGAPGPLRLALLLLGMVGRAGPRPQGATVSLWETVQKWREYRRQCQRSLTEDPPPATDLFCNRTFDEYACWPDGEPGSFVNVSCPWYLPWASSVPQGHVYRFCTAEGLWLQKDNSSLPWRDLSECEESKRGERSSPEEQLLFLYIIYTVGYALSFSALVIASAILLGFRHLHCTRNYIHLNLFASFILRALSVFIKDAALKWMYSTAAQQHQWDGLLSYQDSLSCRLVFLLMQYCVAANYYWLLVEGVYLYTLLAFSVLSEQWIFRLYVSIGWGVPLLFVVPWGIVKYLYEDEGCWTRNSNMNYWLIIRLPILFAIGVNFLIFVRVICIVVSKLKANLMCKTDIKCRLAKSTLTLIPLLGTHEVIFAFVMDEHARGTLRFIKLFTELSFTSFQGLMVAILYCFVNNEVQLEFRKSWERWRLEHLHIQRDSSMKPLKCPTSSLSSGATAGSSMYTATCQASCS
#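 GLP-1R inverse agonism mode: basal reporter luminescence in engineered HEK293 cells measured after one day of compound exposure at 37 deg C, with a 12 min room-temperature detection step.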
# GLP-1R agonist = qHTS of GLP-1 Receptor Agonists; HEK293 GLP-1R CRE-luciferase, luminescence, 4-6 h; cells express a hypersensitive GLP-1R form; Potency, µM (titrated, usually from 45.6 µM), without a hit: at the top dose activation, hits mostly activators; 0.007% of 380,000 active; also: potency is read from the fitted curve at half-maximal effect; % of control where 0% means no effect
# TDP-43 yeast inh = qHTS of TDP-43 Inhibitors; TDP-43 expressing yeast growth rescue, BacTiter-Glo, 24 h; Potency, µM (doses to about 46.1 µM), without a hit: at the top dose growth rescue (activation), hits mostly activators; 1.8% of 410,000 active; also: potency is read from the fitted curve at half-maximal effect; % of control where 0% means no effect; nearly all actives have a fitted effect of over 50% in size
#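 Yeast cells expressing TDP-43 under galactose induction are exposed to compounds for 24 hr at 30 deg C. BacTiter-Glo luminescence measures growth, so protective compounds score as activators.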
# FUS suppressor = qHTS for Suppressors of FUS Proteinopathy: Primary screen using FUS-linked yeast assay; S. cerevisiae FUS-expressing, growth rescue, OD600, 24 h; Potency, µM (titrated, usually from 76.6 µM), for the others: at the top dose growth rescue (activation), actives largely listed as activators; 0.24% of 390,000 active; AID 1347120, 2019;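 also: potency is read from the fitted curve at half-maximal effect; plate controls were DMSO vehicle for no effect and reference control for full effect; nearly all actives have a fitted effect of over 55% in size; some results filed as inactive show a strong effect at the top dose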
#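 Quantitative HTS measuring growth restoration of FUS-toxic yeast. Galactose-induced cells (OD 0.005) were exposed 24hr at 30C to compounds at several concentrations, then absorbance at 600 nm was recorded.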
# Akt phos inh = HTS Assay for Inhibitors of Akt Phophorylation: Primary Screen; 0.32% of 360,000 active; Neuro2A IGF-stimulated pAkt S473 HTRF, 20 min; stronger effect = lower value; activity change, % for hits at 50 µM; AID 651550, 2012; in the data active = activity change below about -80%; inconclusive = mostly about -51% to -80%; also: % is scaled to controls: 0 for no effect and ±100 for the full control effect
#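 Neuro2A cells (4,500/well, DMEM with 0.5% FBS) were treated with compound at a single 50 µM final concentration, stimulated with 6 nM IGF for 20 min at 37 °C, and lysed. Phospho-Akt Ser473 was read by HTRF as 665/615 ratio ×10^4.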
# aSyn yeast inh = qHTS of alpha-syn Inhibitors; Yeast expressing alpha-synuclein, growth rescue, BacTiter-Glo, 24 h; Potency, µM (top dose mostly 46.1 µM), for inactives: top-dose growth rescue (activation), actives largely listed as activators; 0.14% of 370,000 active; also: potency is read from the fitted curve at half-maximal effect; % of control where 0% means no effect; nearly all actives have a fitted effect of over 65% in size
#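 Screening used galactose-induced yeast with toxic alpha-synuclein levels, exposed to compound for 24 hr at 30 deg C. Cell growth, read with BacTiter-Glo luminescence, gave the measured signal.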
# D3 antag = qHTS of D3 Dopamine Receptor Antagonist: qHTS; D(3) dopamine receptor (Homo sapiens), P35462; D3R cells, DiscoveRx beta-arrestin luminescence, antagonist mode; stronger effect = lower value; max response, negative = inhibition, %; 2.5% of 360,000 active; AID 652054, 2013; in the data active = max response below about -50%; inconclusive = no clear call, values can overlap the other calls; also: % is scaled to controls: 0 for no effect and ±100 for the full control effect; mostly tested at two doses, the higher about 12 µM
# Target sequence (P35462 whole entry, looked up): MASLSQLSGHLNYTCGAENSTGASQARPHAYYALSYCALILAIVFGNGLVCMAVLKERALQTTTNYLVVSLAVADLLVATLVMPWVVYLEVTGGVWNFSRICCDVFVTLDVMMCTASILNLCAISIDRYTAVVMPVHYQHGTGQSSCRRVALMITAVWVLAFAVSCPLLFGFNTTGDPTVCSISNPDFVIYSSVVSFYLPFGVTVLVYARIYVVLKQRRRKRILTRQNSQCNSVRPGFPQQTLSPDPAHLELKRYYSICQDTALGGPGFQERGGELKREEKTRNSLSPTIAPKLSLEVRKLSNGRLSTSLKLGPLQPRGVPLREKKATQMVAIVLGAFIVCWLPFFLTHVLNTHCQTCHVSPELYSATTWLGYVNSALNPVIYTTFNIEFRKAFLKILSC
#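 Cells plated overnight at 1500 cells/well, then exposed to library compounds with dopamine controls for 90 minutes at 37 degrees C. DiscoveRx reagent added for 30–60 minutes at room temperature; luminescence read, quantitative HTS format.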
# * marks the source's active call; other numbers are inactive results; i = inactive; ? = inconclusive; · = no result given; [ ] = dose if it differs, or a comment. Unless noted, calls follow the shape of the dose curve; as a rule, active = well fitted curve in the direction sought with a large enough effect; inconclusive = small, poorly fitted or top-dose-only effect, or another doubt; inactive = no such curve, though single readings can be large; an effect the other way counts as inactive or inconclusive. An excerpt; count on the stated rates, not on these rows.
entry	Structure	PTHR1 ag	Abeta yeast res	GLP-1R inv ag	GLP-1R agonist	TDP-43 yeast inh	FUS suppressor	Akt phos inh	aSyn yeast inh	D3 antag
1	Cc1cccc(NC(=O)c2c(NC(=O)c3ccccc3)sc3c2CCC3)c1	-19%	-1%	9%	·	0%	-14%	·	·	·
2	O=C(O)c1ccccc1SCc1nc2ccccn2c1Br	7%	·	1%	-5%	-7%	-3%	i	1%	-11
3	O=C(NC1CCN(Cc2ccccc2)CC1)C1CCN(S(=O)(=O)c2cccc3nsnc23)CC1	-72%[inhibitor]	-1%	-15%	6%	-24%	36%	i	-4%	-29
4	CCN(CC)C(=O)C1=C(C)N(Cc2ccccc2)C(=O)C(CC(=O)NC2CC2)C1 (stereo not given)	-24%	-3%	-9%	-3%	15%	-21%	i	-1%	7
5	Cc1ccc(-c2nc3cc(N)ccc3o2)cc1	-21%[57.5 µM]	-17%	?	-13%	0%	21%	i	-2%	17
6	COCCN1CCN(C(=O)c2ccc3oc(CCCc4ccccc4)nc3c2)CC1	-2%	-2%	13%	18%	7%	17%	i	2%	-6
7	COc1ccccc1-c1noc(CSc2nnc(-c3ccccc3)n2-c2ccc(C)c(C)c2)n1	-12%	-15%	4%	·	11%	-2%	·	·	·
8	CSCC[C@H](NC(=O)Cc1ccc(Cl)cc1)C(=O)N1CCC2(CC1)NCCc1[nH]cnc12	-21%	5%	11%	0%	-12%	-9%	i	-5%	-7

# Reprinted: compounds 5 to 8
entry	Structure	PTHR1 ag	Abeta yeast res	GLP-1R inv ag	GLP-1R agonist	TDP-43 yeast inh	FUS suppressor	Akt phos inh	aSyn yeast inh	D3 antag
5	Cc1ccc(-c2nc3cc(N)ccc3o2)cc1	-21%[57.5 µM]	-17%	?	-13%	0%	21%	i	-2%	17
6	COCCN1CCN(C(=O)c2ccc3oc(CCCc4ccccc4)nc3c2)CC1	-2%	-2%	13%	18%	7%	17%	i	2%	-6
7	COc1ccccc1-c1noc(CSc2nnc(-c3ccccc3)n2-c2ccc(C)c(C)c2)n1	-12%	-15%	4%	·	11%	-2%	·	·	·
8	CSCC[C@H](NC(=O)Cc1ccc(Cl)cc1)C(=O)N1CCC2(CC1)NCCc1[nH]cnc12	-21%	5%	11%	0%	-12%	-9%	i	-5%	-7

# (list continues)
entry	Structure	PTHR1 ag	Abeta yeast res	GLP-1R inv ag	GLP-1R agonist	TDP-43 yeast inh	FUS suppressor	Akt phos inh	aSyn yeast inh	D3 antag
9	CC(=O)Oc1c(Br)cc(N(C(C)=O)S(=O)(=O)c2ccccc2)c2ccccc12	-64%[inhibitor]	-38%[inhibitor]	?	-2%	-60%[inhibitor]	35%	i	-17%	-27
10	COc1ccc(-n2nc3ccccc3n2)cc1	-4%[57.5 µM]	5%	3%	1%	?	14%	i	-2%	6
11	COC(=O)c1ccc(Nc2nc(-c3ccccc3Cl)nc3ccccc23)cc1	i	1%	?	·	?	22%	·	·	·
12	Cc1cc(C(=O)N2CCc3ccccc3C2)no1	i	-5%	3%	10%	23%	2%	i	4%	13
13	COC(=O)Cn1cc([N+](=O)[O-])nc1C	i	-9%	0%	5%	-6%	-9%	i	-2%	-5
14	O=C(CSc1nnc2ccc(-c3ccncc3)nn12)N1CCCCC1	i	-3%	5%	-3%	-11%	2%	i	-5%	-23
15	CC(C)[C@H](NS(=O)(=O)c1ccccc1F)C(=O)OCC(=O)Nc1cccc(S(N)(=O)=O)c1	i	26%	-14%	8%	-8%	-8%	i	-7%	14
16	CCCCC(c1nnnn1CC1CCCO1)N1CCN(Cc2ccccc2)CC1 (stereo not given)	i	-5%	-16%	6%	-13%	37%	i	-13%	-78*
17	O=[N+]([O-])c1ccc(CSc2ccc(S(=O)(=O)N3CCCCC3)cn2)cc1	-12%	12%	?	10%	7%	-5%	i	?	?
18	C[C@@H]1CN([C@H](C)CO)S(=O)(=O)c2ccc(Br)cc2O[C@@H]1CN(C)C(=O)CN1CCOCC1	-14%	10%	14%	-5%	15%	-24%	i	-11%	15
19	CN(c1cccc(NC(=O)c2ccc(C(C)(C)C)cc2)c1)S(C)(=O)=O	-29%	-6%	?	16%	-17%[0.397 µM]	?	i	10%	-6
20	CC(=O)N1CCC(N(Cc2ccco2)C(=O)Nc2ccc(Br)cc2F)CC1	-23%	-6%	-6%	·	0%	-8%	·	·	·
21	NC(=O)Nc1ccc(F)cc1	i	14%	-2%	0%	0%	-4%	i	2%	12
22	O=C(Nn1cnnc1)c1cccc(S(=O)(=O)N2CCOCC2)c1	-12%	0%	-14%	?	10%[9.22 µM]	4%	i	4%	1
23	COc1ccc(S(=O)(=O)N(n2c(C)nnc2-n2nc(C)cc2C)S(=O)(=O)c2ccc(OC)cc2)cc1	i	1%	10%	1%	3%	24%	i	0%	-14
24	COc1ccc(-c2nn(-c3ccccc3)cc2CNC[C@H]2O[C@@H](n3ccc(=O)[nH]c3=O)[C@H](O)[C@@H]2O)cc1	7%	-2%	10%	3%	5%	-1%	i	0%	?
25	O=C(CCc1nnc2ccc(N3CCC4(CC3)OCCO4)nn12)NCc1ccccc1Cl	i	-14%	7%	11%	11%	-9%	·	-10%	12
26	COc1ccccc1N1CCN(c2nc(N)c(C#N)c(CC#N)c2C#N)CC1	i	-4%	54%[activator]	11%	-11%	?	·	-6%	8
27	CN(C)/C=C/C(=O)c1ccc(F)cc1F	-2%	9%	16%	-6%	2%	-8%	i	17%	-8
28	CCOc1ccccc1C(=O)NCCNC(=O)c1ccccc1OCC	i	10%	18%	10%	0%	-17%	i	12%	1
29	CC(=O)NCCNS(=O)(=O)c1ccc(C)c([N+](=O)[O-])c1	i	9%	9%	0%	5%	6%	i	-3%	-1
30	Cc1cc(C(=O)Nc2c(C)n(C)n(-c3ccccc3)c2=O)c2ccccc2n1	-4%[57.5 µM]	15%	48%[activator]	-7%	-3%	-16%	i	7%	3
31	Cc1ccc(C)c(S(=O)(=O)N2CCN(CC(=O)Nc3sccc3C#N)CC2)c1	-7%	-6%	-28%	9%	5%	41%	i	14%	12
32	Cc1ccc(-c2nc(S(=O)(=O)c3ccc(C)cc3)c(N(C)C)o2)cc1	i	4%	11%	-8%	-6%	1%	i	8%	9

# Reprinted from the part before: 4 entries, then new ones.
entry	Structure	PTHR1 ag	Abeta yeast res	GLP-1R inv ag	GLP-1R agonist	TDP-43 yeast inh	FUS suppressor	Akt phos inh	aSyn yeast inh	D3 antag
29	CC(=O)NCCNS(=O)(=O)c1ccc(C)c([N+](=O)[O-])c1	i	9%	9%	0%	5%	6%	i	-3%	-1
30	Cc1cc(C(=O)Nc2c(C)n(C)n(-c3ccccc3)c2=O)c2ccccc2n1	-4%[57.5 µM]	15%	48%[activator]	-7%	-3%	-16%	i	7%	3
31	Cc1ccc(C)c(S(=O)(=O)N2CCN(CC(=O)Nc3sccc3C#N)CC2)c1	-7%	-6%	-28%	9%	5%	41%	i	14%	12
32	Cc1ccc(-c2nc(S(=O)(=O)c3ccc(C)cc3)c(N(C)C)o2)cc1	i	4%	11%	-8%	-6%	1%	i	8%	9
33	Cc1nnc(SCCCn2c(N3CCN(c4ccccc4)CC3)nc3c2c(=O)[nH]c(=O)n3C)s1	-44%[inhibitor][57.5 µM]	10%	20%	3%	10%	-7%	i	8%	8
34	CCCC/C(C)=N/NC(=O)NC1CCCCC1	-18%	11%	1%	9%	24%	-1%	i	3%	1
35	Cc1ccccc1-c1nnc(NC(=O)CSc2nc3ccccc3s2)s1	i	-1%	-7%	-4%	22%	15%	i	-2%	-4
36	O=C(CCNC(=O)OCC1c2ccccc2-c2ccccc21)NOCc1ccccc1	i	6%	1%	4%	20%	-7%	i	4%	12
37	COc1ccc(CCNC(=O)COC(=O)/C=C/c2ccc(OCC#N)c(OC)c2)cc1OC	-22%	0%	22%	3%	24%	·	i	-3%	18
38	COc1ccc(C2CCCCCN2C(=O)C2CCN(S(=O)(=O)c3cccc(C(C)=O)c3)CC2)cc1 (stereo not given)	-22%	1%	?	-2%	4%	·	i	2%	-17
39	Cc1cccc(N2CC(C(=O)NC3CCCCCC3)CC2=O)c1C (stereo not given)	-10%	22%	5%	4%	15%	11%	i	23%	24
40	Cc1ccc(NC(=O)Nc2cccc3ccccc23)cc1	-25%	11%	17%	3%	9%	-18%	i	2%	-1
41	CSc1cccc(NC(=O)CN2C(=O)COc3ccc(S(=O)(=O)N4CCOCC4)cc32)c1	i	·	-27%	7%	5%	-19%	i	0%	1
42	Cn1c(N2CCC(C(N)=O)CC2)nc2c1c(=O)n(Cc1ccc(Cl)cc1)c(=O)n2C	i	-9%	0%	5%	-18%	24%	i	-1%	-29
43	COc1cccc(CNC(=O)C(=O)N2CCC3(CC2)OCCN3S(=O)(=O)c2ccc(C)cc2)c1	-34%[inhibitor]	0%	3%	-3%	19%	25%	i	1%	0
44	COC(=O)c1[nH]c2c(c1C)C(=O)CC(c1cccs1)C2 (stereo not given)	i	3%	-43%	-10%	11%	-17%	i	-5%	-5
45	CCOc1ccccc1CNC(=O)C1CCN(S(=O)(=O)c2ccc3[nH]c(=O)ccc3c2)CC1	i	-10%	7%	4%	25%	-11%	·	0%	·
46	COc1cccc2c1-c1c(O)cccc1C2=O	i	2%	4%	4%	?	-3%	i	6%	-4
